CHO parental Ca = ATP-evoked calcium signal inhibitors, parental CHO, primary screen, counter-screen for OX1R antagonist project, cell-based, fluorescence, Fluo-8 calcium dye. parental CHO-K1, ATP-induced calcium, Fluo-8 fluorescence. hit rate 0.63% among 330,000. inhibition, % at 5.6 µM;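 active means inhibition above that plate's mean sample inhibition plus 3 SD, cut at about 26% in these data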;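 further: 0% = ATP-challenged DMSO wells and 100% = DMSO wells without ATP; some compounds past the cut are filed as inactive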
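Assay system – parental CHO cells · Reagent – ATP stimulus · Detection – intracellular calcium via Fluo-8 no-wash fluorescent dye · Evaluation – percent inhibition of ATP-evoked calcium rise, normalized to controls · Controls – ATP wells versus no-ATP DMSO wells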
M4 ag = human M4 muscarinic receptor agonists, primary screen, CHO-K1 cells, Fluo-8 calcium fluorescence; activation, % at 3 µM; Muscarinic acetylcholine receptor M4 (Homo sapiens), P08173; AID 624127, 2012; hit rate 0.14% among 360,000; CHO-K1 hM4/Gqi5; vehicle 0%, full acetylcholine response 100%;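 active means activation above the run mean over all test wells plus 3 SD, cut at about 32% in these data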;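 further: peak over basal fluorescence ratio per well then scaled between controls; 0% = DMSO wells and 100% = acetylcholine at EC100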
M1 ag = human M1 muscarinic receptor agonists, primary screen, Fluo-8 calcium fluorescence, CHO-K1 cells, HTS. Muscarinic acetylcholine receptor M1 (Homo sapiens), P11229. CHO-K1 hM1, agonist mode; 0% DMSO, 100% acetylcholine EC100. hit rate 0.33% among 360,000. AID 588814, 2011. activation, % at 3 µM;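 active means activation above the run's mean compound activation plus 3 SD, cut at about 16% in these data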;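 further: peak over basal fluorescence ratio within a 140 s kinetic read after compound addition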
Target sequence (P11229 whole entry, looked up): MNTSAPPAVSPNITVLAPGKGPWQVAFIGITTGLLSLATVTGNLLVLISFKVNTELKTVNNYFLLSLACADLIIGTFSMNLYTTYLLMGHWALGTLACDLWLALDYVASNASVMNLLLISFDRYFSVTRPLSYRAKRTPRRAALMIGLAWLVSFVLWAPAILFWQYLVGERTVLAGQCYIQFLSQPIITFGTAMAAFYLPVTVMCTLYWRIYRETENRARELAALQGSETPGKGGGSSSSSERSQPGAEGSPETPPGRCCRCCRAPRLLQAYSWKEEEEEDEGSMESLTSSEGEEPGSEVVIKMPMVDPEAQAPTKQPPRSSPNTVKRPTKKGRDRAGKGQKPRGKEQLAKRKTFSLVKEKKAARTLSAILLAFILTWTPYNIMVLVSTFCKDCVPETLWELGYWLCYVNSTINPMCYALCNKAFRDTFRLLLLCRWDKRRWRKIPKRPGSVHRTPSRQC
M1 antag = human M1 muscarinic receptor antagonists, primary screen, CHO-K1 cells, Fluo-8 calcium fluorescence, 1536-well; Muscarinic acetylcholine receptor M1 (Homo sapiens), P11229; inhibition, % at 3 µM; hit rate 1.3% among 360,000; CHO-K1 hM1, ACh EC80 antagonist;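 active means percent inhibition above its own plate's cutoff, namely the mean of that plate's compound wells plus 3 SD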;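 further: peak over basal fluorescence ratio during 140 s after agonist addition; 0% = ACh EC80 plus DMSO and 100% = DMSO alone without agonist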
CHRM4 antagonist = human M4 muscarinic receptor antagonists, primary screen, CHO cells, Fluo-8 calcium fluorescence; inhibition, % at 3 µM; hit rate 0.73% among 360,000; CHO-hM4 cells, ACh EC80;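 active means inhibition above its plate's cutoff, the mean inhibition of sample wells plus 3 SD, cut at about 27% in these data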;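 further: 0% = acetylcholine EC80 with DMSO and 100% = DMSO without agonist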
M1 PAM = human M1 muscarinic receptor positive allosteric modulators, primary screen, CHO-K1 cells, Fluo-8 calcium fluorescence, 1536-well; CHO-K1 hM1, ACh EC20; 0% = ACh EC20, 100% = maximal ACh; hit rate 0.088% among 360,000; Muscarinic acetylcholine receptor M1 (Homo sapiens), P11229; activation, % at 3 µM; in the data active means activation above about 19%, passing the limit was not always enough
OXTR potentiator = human OXTR potentiators, primary screen, fluorescence, CHO-OTR cells, Fluo-8 calcium; Oxytocin receptor (Homo sapiens), P30559; AID 2445, 2010; hit rate 0.061% among 320,000; Fluo-8 calcium fluorescence, potentiator mode; 0% = oxytocin EC15, 100% = EC100; activation, % at 3 µM;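 active means activation above that plate's cutoff, the mean activation of tested compounds plus 3 SD, cut at about 6.6% in these data, passing the limit was not always enough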;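 further: 100% uses oxytocin at 75 nM as the full agonist control; some results filed as inactive read as strong as hits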
Target sequence (P30559 whole entry, looked up): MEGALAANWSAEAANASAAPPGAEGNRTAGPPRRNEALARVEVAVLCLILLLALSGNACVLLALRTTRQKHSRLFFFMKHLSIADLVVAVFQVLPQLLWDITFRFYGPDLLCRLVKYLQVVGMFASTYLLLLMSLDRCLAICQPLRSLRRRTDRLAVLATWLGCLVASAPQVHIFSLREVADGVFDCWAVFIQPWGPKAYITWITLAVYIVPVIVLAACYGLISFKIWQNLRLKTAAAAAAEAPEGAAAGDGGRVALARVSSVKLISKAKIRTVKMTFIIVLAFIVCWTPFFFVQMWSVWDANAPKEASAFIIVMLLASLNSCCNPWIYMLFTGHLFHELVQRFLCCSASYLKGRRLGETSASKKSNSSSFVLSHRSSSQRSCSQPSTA
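Material: human OTR in CHO cells. Compound: 3.0 µM, one dose. Timing: compound 6 min at room temperature before oxytocin, 100 s read. Evaluation: % activation of max/min ratio relative to oxytocin controls. Replication: single well per compound, singlicate. Signal: Fluo-8 calcium dye fluorescence.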
CHO-K1 Ca ag = counter-screen for M1 agonists: effect in parental CHO-K1 cells; hit rate 0.48% among 360,000; activation, % at 3 µM; AID 602248, 2012; Fluo-8 calcium fluorescence; scaled to maximal ATP response, vehicle zero; in the data active means activation above about 15%;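 further: untransfected CHO-K1 host cells lacking M1 receptor as counterscreen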
CHO-K1 Ca antag = nonselective inhibitor or artifact in parental CHO-K1 cells; inhibition, % at 3 µM; AID 602250; hit rate 0.6% among 360,000; ATP-induced calcium, Fluo-8 fluorescence;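 active means inhibition above a per-plate cutoff, the plate's mean sample inhibition plus 3 SD, cut at about 24% in these data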;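 further: 0% = DMSO plus EC80 ATP and 100% = DMSO alone without ATP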
* marks the source's active call; other numbers are inactive results; / = no result given.

SMILES | CHO parental Ca | M4 ag | M1 ag | M1 antag | CHRM4 antagonist | M1 PAM | OXTR potentiator | CHO-K1 Ca ag | CHO-K1 Ca antag
COc1cccc(-c2cc(-c3cccnc3)nc(N)c2C#N)c1 | -16.1 | 5.2 | -1.6 | -5.8 | -3.9 | 4.4 | -3.7 | 1.5 | -0.2
CCc1c(C)c2c(C)nn(-c3ccccc3)c2oc1=O | -8.9 | 2.2 | -4.0 | -21.2 | -1.6 | 5.4 | -6.5 | 1.2 | -1.7
CSc1sc(C)cc1/C=N/O | -8.2 | 0.2 | -8.1 | -4.3 | -5.7 | 6.8 | -11.8 | 0.3 | -9.5
CCCCN(Cc1ccccc1)C(=O)c1cnc2n(c1=O)CCS2 | -28.2 | 0.5 | -6.0 | -2.3 | 3.4 | 1.7 | -11.3 | 0.3 | -5.3
N#Cc1ccccc1S(=O)(=O)N1CCN(C(=O)CN2CCCC2c2cccs2)CC1 (stereo not given) | -13.5 | 1.2 | -9.1 | -4.2 | -2.6 | 0.2 | -4.8 | 0.1 | -11.6
O=C(CSc1n[nH]c(=O)[nH]c1=O)c1ccc(Cl)cc1Cl | -10.0 | 0.3 | -0.7 | -14.8 | 0.3 | 14.2 | -5.7 | 0.6 | -2.4
CNS(=O)(=O)c1ccc(N=Cc2c(C)[nH]n(-c3ccc(C)cc3C)c2=O)cc1 | -7.4 | 0.6 | -6.3 | -3.8 | -4.9 | 10.5 | 2.0 | 0.3 | -17.1
CCN(C(=O)COC(=O)c1cnc(C)cn1)C1CCCCC1 | -8.4 | 1.7 | -3.3 | 3.7 | 5.1 | 2.1 | -13.7 | 0.0 | -8.0
Cc1ccc2[nH]c(=O)c(CN(Cc3cccnc3)Cc3nnnn3CC3CCCO3)cc2c1 (stereo not given) | -11.3 | 0.7 | -0.8 | -4.0 | 2.8 | 6.0 | -3.7 | 7.9 | -5.9
Cc1cc(C)c(NC(=O)CO/N=C2\CCCc3nonc32)c(C)c1 | -22.1 | 13.2 | 0.2 | -13.2 | 0.4 | 7.3 | -3.7 | 3.2 | -10.8
CCCCCCCNC(=O)C1(CC2CC(c3cccc(Br)c3)=NO2)CCN(C(=O)CCCCCBr)CC1 (stereo not given) | -31.3 | 9.0 | -0.6 | -3.3 | -7.4 | 13.6 | -10.4 | -1.1 | -6.2
CC(=O)c1ccc(OCc2ccc(Oc3c(Cl)cccc3[N+](=O)[O-])cc2)cc1 | -2.9 | 0.9 | -4.5 | 1.3 | 9.4 | 0.1 | -1.1 | -0.3 | 8.0
O=S(=O)(Nc1ccc(S(=O)(=O)Nc2cccc3ccccc23)cc1)c1ccccc1 | -3.0 | 2.0 | 1.1 | 9.2 | 13.8 | -0.6 | -21.2 | 0.4 | 22.8
CN(Cc1ccccn1)C(=O)C1CCC(=O)N(CCc2ccc(Cl)cc2)C1 (stereo not given) | -10.0 | 1.3 | -1.4 | -4.6 | -0.1 | 2.0 | -10.7 | 0.1 | -9.8
COc1ccccc1Nc1nc(NCCCCO)nc(N2CCCC2)n1 | -11.2 | 4.8 | -8.1 | 11.6 | -8.7 | -6.5 | -12.4 | 1.4 | -4.6
O=C(NCc1ccc(F)cc1)c1cc(C2CCCCN2S(=O)(=O)c2cccc3cccnc23)on1 (stereo not given) | / | 3.7 | -6.5 | -13.8 | -0.1 | 6.4 | / | 1.5 | 2.3
O=C(Nc1ccc(SC(F)F)cc1)c1ccc2c(=O)n3c(nc2c1)CCC3 | 4.1 | 4.9 | 1.8 | -14.6 | -16.1 | 14.6 | -14.1 | 1.3 | -12.2
CC(=O)N1CCN(Cc2cc(=O)oc3cc(C)cc(C)c23)CC1 | / | -0.2 | 3.0 | -1.9 | -6.7 | 15.5 | / | 0.1 | 20.2
NC(=S)NN=C1CCCC(C(F)(F)F)C1 (stereo not given) | / | 0.7 | -2.9 | -14.3 | -10.1 | 10.0 | / | 0.1 | -4.6
O=Cc1ccc2ccc3cccnc3c2n1 | -13.6 | 0.1 | -3.8 | -11.3 | -4.4 | 10.2 | -7.8 | 0.9 | -14.0
Cc1ccc2c(cnn2C(=O)CCCC(=O)NCc2ccc(Cl)cc2)c1 | -7.6 | 0.6 | -0.1 | -14.9 | -5.5 | 15.1 | -1.3 | -0.3 | 19.5
CCOc1cc(/C=N/Nc2nc(-c3cccs3)c(NC(C)=O)s2)ccc1O | -6.8 | 2.2 | 0.2 | -12.2 | 2.3 | 14.1 | -2.0 | 1.9 | -5.3
O=C(CCC1CCCN(Cc2ccc3c(c2)OCCO3)C1)NCc1ccc(F)c(F)c1 (stereo not given) | -15.2 | 1.1 | -9.2 | 18.4 | 5.1 | -21.3 | -14.6 | -0.1 | 5.1
CCc1ccccc1NC(=O)C1CCCN(S(=O)(=O)c2ccc3c(c2)CC(C)N3C(C)=O)C1 (stereo not given) | -16.4 | 4.8 | -3.0 | -4.7 | -8.1 | 0.9 | -4.3 | 1.5 | 3.5
O=C(Nc1cccc(C(=O)O)c1)/C(=C\c1ccccc1)NC(=O)c1ccccc1 | -6.6 | 0.7 | -6.2 | 1.4 | 0.7 | 1.2 | -0.6 | -0.3 | 1.2
CCNC1CCC(Nc2ccnc3cc(Cl)ccc23)CC1 (stereo not given) | / | 0.6 | 1.6 | -5.9 | -4.1 | 0.2 | / | 0.6 | -6.2
O=C(c1ccc2c(c1)OCO2)N1CCN(CCN2C(=O)c3cccc4cccc(c34)C2=O)CC1 | / | 1.2 | -3.0 | 3.0 | -0.4 | 1.1 | / | 0.4 | -6.1
CC(C)CC(N)c1csc(NC(=O)Nc2ccccc2C(C)(C)C)n1 (stereo not given) | / | 4.4 | 0.5 | -2.4 | 7.4 | 2.2 | / | 1.8 | -3.7
CCc1ccc(NC(=O)N(CCN2CCOCC2)Cc2ccc3c(c2)CCCN3CC)cc1 | -37.3 | 1.2 | -5.9 | -3.4 | -8.1 | 10.5 | -2.5 | -0.5 | -7.9
OCCC1CN(Cc2nc3ccc(F)cc3[nH]2)CCN1C1CCCC1 (stereo not given) | -6.9 | 0.2 | -7.1 | -2.7 | 4.0 | 4.1 | 1.6 | -0.2 | 3.5
COc1cccc(OC)c1CNC(=O)C1CCC(=O)N(CC2CCCCC2)C1 (stereo not given) | -19.5 | 0.2 | -1.8 | -1.9 | -2.5 | 1.2 | -3.8 | 1.1 | -11.7
CCOc1ccc(-n2c(N)c(C(=O)NCc3cccnc3)sc2=S)cc1 | -16.0 | 0.8 | -6.8 | -2.5 | 8.3 | 9.4 | -3.7 | -0.5 | 6.1
CC(=O)Oc1ccc(-c2cc3c(OC(C)=O)cc(OC(C)=O)cc3oc2=O)cc1 | -7.0 | 1.3 | -3.9 | 2.0 | -3.4 | -2.8 | -3.6 | 0.5 | -8.7
O=C(O)c1cc([N+](=O)[O-])ccc1NCc1ccccc1 | 14.9 | 1.6 | -2.2 | 2.8 | -3.3 | -1.7 | -10.0 | 0.2 | 13.1
O=C(Cc1cccc2ccccc12)Nc1nnc(-c2cccc([N+](=O)[O-])c2)s1 | -5.4 | 0.1 | -2.8 | -8.8 | -14.9 | 8.6 | 0.0 | 0.6 | -4.8
O=C(Cn1nnc2ccccc2c1=O)Nc1cccc(S(=O)(=O)N2CCOCC2)c1 | -4.4 | 1.0 | -0.2 | 10.1 | 5.1 | 1.8 | -20.7 | 0.3 | -4.6
C/C(N)=C(/C#N)C(=O)CSc1cc(Cl)ccc1Cl | -2.0 | 1.7 | -2.9 | 6.8 | 6.2 | -8.4 | -3.2 | 0.9 | 16.1
CC(C)Oc1ccccc1/C=N/n1nnnc1N | -9.7 | 0.7 | -2.4 | -11.8 | -11.5 | 11.1 | -6.5 | 0.6 | -13.8
CCCCOc1ccc(C2C(C(=O)c3ccc(C)o3)=C(O)C(=O)N2CC2CCCO2)cc1 (stereo not given) | -15.3 | 0.3 | -2.6 | -1.4 | -12.9 | 1.3 | -5.6 | 0.2 | -13.7
CC(=O)c1cc(C#N)c(SCCC(C)C)nc1C | -19.6 | -0.5 | -4.1 | 5.1 | 7.6 | -3.2 | 2.3 | -0.1 | -33.2
Cc1ccc(NC(=O)CCCN2C(=S)NC(C)(C)CC2C)cc1 (stereo not given) | -12.6 | 0.3 | -3.3 | -1.0 | 1.2 | 7.6 | -4.6 | 0.4 | -17.2
O=C(CCC(=O)Nc1ccccc1Cl)N/N=C1\CCCc2ccccc21 | -2.4 | 1.0 | -7.2 | -8.3 | 1.4 | 5.9 | -3.7 | 0.2 | -2.2
CC1CCC(NCC(=O)Nc2cccc(S(N)(=O)=O)c2)CC1 (stereo not given) | -5.0 | 1.9 | -5.3 | -3.3 | -0.8 | 6.6 | 6.3 | 0.8 | -11.2
CC(=O)c1ccc(S(=O)(=O)NCC(=O)N2CCN(C/C=C/c3ccccc3)CC2)cc1 | -6.8 | 4.9 | 6.1 | 6.5 | -12.3 | -1.3 | -5.7 | 1.8 | 6.4
CCCOc1ccccc1C1CC(=O)NC(C)=C1C(=O)OCC(C)C (stereo not given) | 19.3 | -1.9 | -5.3 | 14.3 | 4.9 | -12.4 | -10.6 | -0.4 | -10.9
CCn1cc(C(=O)O)c(=O)c2cc(F)c(N3CCN(C(=S)NC(=O)c4ccccc4Cl)CC3)cc21 | -15.1 | 0.3 | -1.5 | -26.7 | 2.8 | 4.2 | -8.8 | 0.1 | 1.9
COc1ccc(F)cc1-c1cc(NC=O)c2ncc(-c3cccc(C(=O)N(C)C)c3)n2c1 | / | 5.3 | -1.4 | -10.7 | -5.1 | 13.5 | / | 1.1 | 7.3
CC(=O)Nc1ccc(S(=O)(=O)N(C)CC(=O)OCC(=O)N(CC(C)C)C2CCS(=O)(=O)C2)cc1 (stereo not given) | -15.5 | -0.3 | -2.0 | 2.2 | 1.7 | -1.5 | -5.6 | -0.5 | 14.5

Sorted by the number under M4 ag (highest first): some entries from above.
SMILES | M4 ag
CC(=O)c1ccc(S(=O)(=O)NCC(=O)N2CCN(C/C=C/c3ccccc3)CC2)cc1 | 4.9
CC1CCC(NCC(=O)Nc2cccc(S(N)(=O)=O)c2)CC1 (stereo not given) | 1.9
CC(C)Oc1ccccc1/C=N/n1nnnc1N | 0.7

Assay outcomes deposited in PubChem BioAssay by The Scripps Research Institute Molecular Screening Center.
